Source: PubChem BioAssay
Pf growth 48h: inhibits P. falciparum growth in the first generation, 48 h | 310,000 compounds, 5.9% hits | P. falciparum luciferase growth in erythrocytes, 48 h | Potency, µM (highest dose often 28.7 µM), inactives show at the highest dose activity change, negative = inhibition, most hits filed as inhibitors; further: potency means the concentration at half of the fitted maximal effect; on the % scale 0 is the no-effect control and ±100 the full control effect
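Here the parasites carry a stable luciferase gene and grow inside erythrocytes in Albumax-based RPMI medium with compound for one erythrocytic cycle. Activity is scored as loss of luminescent signal.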
CHX counter: counter-screen hit for Shiga toxin inhibitors, cycloheximide; cell reporter, cycloheximide protein synthesis inhibition counterscreen; 300,000 compounds, 12% hits; max response, %; in the data active means max response mostly above about 13%, no sharp cut-off; inactive means mostly below about 14%; further: read at 38.3 µM for the half of the compounds with a filed dose; 0% is about no effect
LmPK inh: blocks Leishmania mexicana pyruvate kinase activity; purified LmPK, Kinase-Glo ATP luminescence, 1 h; Potency, µM (doses to about 57.5 µM), inactives show at the top dose activity change, negative = inhibition, most hits filed as inhibitors; 290,000 compounds, 0.37% hits; Q27686; AID 1721; further: potency means the concentration at half of the fitted maximal effect; on the % scale 0 is the no-effect control and ±100 the full control effect
Target sequence (Q27686 whole entry, looked up): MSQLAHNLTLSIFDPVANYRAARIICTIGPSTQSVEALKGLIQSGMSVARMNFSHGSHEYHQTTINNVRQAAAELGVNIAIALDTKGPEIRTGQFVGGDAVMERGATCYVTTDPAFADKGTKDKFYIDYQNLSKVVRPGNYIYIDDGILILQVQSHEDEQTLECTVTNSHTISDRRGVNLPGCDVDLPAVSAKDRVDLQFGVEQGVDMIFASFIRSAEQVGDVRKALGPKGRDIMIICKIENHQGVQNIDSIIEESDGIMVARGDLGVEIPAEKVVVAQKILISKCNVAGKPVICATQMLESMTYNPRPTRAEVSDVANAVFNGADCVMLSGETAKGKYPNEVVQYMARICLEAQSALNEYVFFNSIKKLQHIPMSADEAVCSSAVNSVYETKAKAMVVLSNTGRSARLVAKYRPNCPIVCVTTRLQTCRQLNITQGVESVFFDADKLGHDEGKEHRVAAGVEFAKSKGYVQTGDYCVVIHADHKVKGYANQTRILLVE
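Screened at intermediate enzyme activity to detect both inhibitors and activators: LmPK at 0.1 nM, with a 0.5 nM enzyme column as activation reference. PEP 0.5 mM, ADP 0.1 mM; ATP detected by luminescence after 1 h.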
Shiga inhibitor: inhibitors of Shiga toxin in Vero cells. Vero cells, Shiga toxin protein synthesis inhibition reporter. AID 2315. inhibition, % at 38.7 µM. 290,000 compounds, 9.2% hits; in the data active means inhibition mostly above about 28%, no sharp cut-off; inactive means mostly below about 43%; further: 0% is about no effect
Pf growth 96h: inhibits malaria parasite growth, 96 h; P. falciparum luciferase reporter growth, 96 h; Potency, µM (top dose mostly 28.7 µM), for the others: at the highest dose activity change, negative = inhibition, hits mostly inhibitors; 320,000 compounds, 6.9% hits; AID 504834; further: potency means the concentration at half of the fitted maximal effect; on the % scale 0 is the no-effect control and ±100 the full control effect
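Infected RBCs, 2% Hct / 0.05% parasitemia final; luciferase-reporter P. falciparum; cpd 96 h, 37 C, 5% CO2; luciferase detection reagent; luminescence.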
Tb PYK inh: blocks Trypanosoma brucei pyruvate kinase | TbPYK enzyme, Kinase-Glo Plus ATP luminescence, 45 min | Potency, µM (doses to about 76.8 µM), inactives show at the top dose activity, negative = inhibition, actives largely listed as inhibitors | 410,000 compounds, 0.12% hits | AID 624173; further: potency means the concentration at half of the fitted maximal effect; on the % scale 0 is the no-effect control and ±100 the full control effect; nearly all actives have a fitted effect of over 50% in size
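In this concentration-response screen, enzyme-free wells defined baseline while DMSO plates tracked drift. Each reaction combined TbPYK, substrate, compound and 130 uM ADP for 45 min at room temperature. Kinase-Glo Plus luminescence gave the signal.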
AmpC no deterg: inhibitors of E. coli AmpC beta-lactamase without detergent | P00811 | AmpC nitrocefin hydrolysis, absorbance 480 nm, 0.0001% Triton | Potency, µM (doses to about 57.1 µM), inactives show at the top dose activity change, negative = inhibition, hits mostly inhibitors | 330,000 compounds, 0.52% hits | AID 485341;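 further: potency means the concentration at half of the fitted maximal effect; plate controls were no compound for no effect and no enzyme for full effect; nearly all actives have a fitted effect of over 20% in size; some results filed as inactive show a strong effect at the top dose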
Target sequence (P00811 whole entry, looked up): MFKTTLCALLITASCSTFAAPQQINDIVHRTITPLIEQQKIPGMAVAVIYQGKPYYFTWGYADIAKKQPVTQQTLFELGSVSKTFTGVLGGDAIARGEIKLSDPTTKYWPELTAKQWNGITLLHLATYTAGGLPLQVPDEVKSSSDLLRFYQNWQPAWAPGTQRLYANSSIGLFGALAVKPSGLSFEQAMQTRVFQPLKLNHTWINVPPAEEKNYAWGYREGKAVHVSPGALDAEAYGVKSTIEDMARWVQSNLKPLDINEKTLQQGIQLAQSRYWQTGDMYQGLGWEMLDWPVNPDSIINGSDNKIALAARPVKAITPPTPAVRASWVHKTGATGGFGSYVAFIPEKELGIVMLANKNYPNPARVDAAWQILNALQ
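AmpC (5.3 nM in the dispensed reagent) in 20 mM phosphate pH 7.0 with 0.01% (detergent screen) or 0.0001% Triton X-100 was preincubated with compounds for 15 min at room temperature. Nitrocefin was then added from an 800 uM solution, and hydrolysis was followed at 480 nm.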
The depositor's hits bear a star; ? = inconclusive; . = no result given; & = joins results of further samples; [ ] = remark or other dose. Unless noted, the call rests on the fitted dose curve; in most records, active means well fitted curve in the direction sought with a large enough effect; inconclusive means small, poorly fitted or top-dose-only effect, or another doubt; inactive means no such curve, though single readings can be large; an effect the other way counts as inactive or inconclusive. Rows were taken by chance. Share with any hit: about 22%.

Results follow in this order: Pf growth 48h | CHX counter | LmPK inh | Shiga inhibitor | Pf growth 96h | Tb PYK inh | AmpC no deterg
O=C(c1cc2c(s1)-c1ccccc1OC2)N1CCN(c2ccccc2)CC1
→ . | 5 | 0% | 62* | 47%[activator] | 4%&2% | -18%
CCCOc1ccc(CCC(=O)N/N=C/c2ccc([N+](=O)[O-])o2)cc1
→ ? | 3 | 7% | 32 | 12µM* | 1% | -31%
O=C(O)C1C2CCC(C2)C1C(=O)NCCC1=CCCCC1 (centres undefined)
→ -2% | -4 | 1% | -2 | ? | 0% | -13%
Cc1nnc(NC(=O)c2cccc(S(=O)(=O)N(C)c3cccc(Cl)c3)c2)s1
→ ? | . | . | . | ? | -2% | -26%
OCc1nc2ccccc2n1/N=C/c1cccs1
→ 24% | 0 | -6% | 19 | 3% | -6% | -4%
COc1ccc(NC(=O)C(NC(=O)OC(C)(C)C)C(C)OCc2ccccc2)cc1 (centres undefined)
→ 1% | 3 | 7% | 11 | 1.7µM* | 4% | -6%
COc1ccccc1CNC(=O)COC(=O)C12CC3CC(CC(O)(C3)C1)C2
→ -1% | . | . | . | -16% | 6% | 1%
CSCCC(NC(=O)/C(=C\c1ccco1)NC(=O)c1ccco1)C(=O)O (centres undefined)
→ 29% | 0 | 4% | -6 | ? | -3% | -24%
COc1ccccc1C(=O)Nc1cc(C)c(OCC(=O)N2CCOCC2)c(C)c1
→ 2% | 7 | -5% | -4 | ? | 5% | 29%
COc1cccc(/C=C2\CC(C)Cc3c2nc2ccccc2c3C(=O)O)c1OC (centres undefined)
→ -6% | -2 | -2% | -3 | ? | 2% | -24%

Filtered by structure: the entries above with a furan ring, fused or not.
Results follow in this order: Pf growth 48h | CHX counter | LmPK inh | Shiga inhibitor | Pf growth 96h | Tb PYK inh | AmpC no deterg
CCCOc1ccc(CCC(=O)N/N=C/c2ccc([N+](=O)[O-])o2)cc1
→ ? | 3 | 7% | 32 | 12µM* | 1% | -31%
CSCCC(NC(=O)/C(=C\c1ccco1)NC(=O)c1ccco1)C(=O)O (centres undefined)
→ 29% | 0 | 4% | -6 | ? | -3% | -24%

(more compounds)
Results follow in this order: Pf growth 48h | CHX counter | LmPK inh | Shiga inhibitor | Pf growth 96h | Tb PYK inh | AmpC no deterg
COc1ccc(CCC(=O)NNC(=O)c2ccc(OC)cc2)cc1
→ 19% | 7 | 7% | -8 | 36%[activator] | 0% | -9%
CCC(=O)Nc1ccc2c(c1)nc(CN1CCN(C(C)=O)CC1)n2C
→ . | -5 | 0% | -14 | ? | -7% | -24%
COc1ccc(-c2[nH]ncc2CN(C)CC2CCCCO2)cc1F (centres undefined)
→ -21% | -2 | 2% | 10 | 5% | 1% | -10%
COc1cc(NC(=O)c2cc3nc(C4CC4)cc(C(F)(F)F)n3n2)c(OC)cc1Cl
→ ? | 1 | 2% | -5 | ? | 0% | -13%
Cc1onc(-c2ccccc2)c1C(=O)N/N=C/C=C/c1ccccc1
→ 37%[activator] | -2 | 7% | -13 | 66%[activator] | -9% | -42%
CCCn1nc(C(=O)N2CCN(S(=O)(=O)c3ccc(C)c(C)c3)CC2)c2ccccc2c1=O
→ 12µM* | . | . | . | ? | 6% | 7%
Cc1ccc(C(C)(C)c2ccc(C)cc2)cc1
→ 5% | . | . | . | -6% | 1% | .
CCOC(=O)CSc1nnc(Cn2c(=O)sc3ccccc32)n1-c1ccccc1C
→ 4% | 5 | 3% | 10 | 15µM* | ? | 25%
CC(NC(=O)CCC(=O)NC(C)C1COc2ccccc2O1)C1COc2ccccc2O1 (centres undefined)
→ 2% | -2 | 5% | 11 | -4% | 3% | 174%[activator]
COCCNc1cc(-c2ccccc2)nc2cc(-c3cccc(F)c3)nn12
→ ? | -1 | -2% | 14 | ? | 1% | 37%
CCCSc1nc(=S)n(Cc2ccccc2)c(C)c1C(C)=O
→ 10%[5.75 µM] | 2 | 1% | -7 | 7% | 0% | -1%
O=c1[nH]c(/C(Cl)=C/c2cccc(C(F)(F)F)c2)nc2cc(Cl)ccc12
→ 13% | -5 | 6% | -7 | 14% | 1% | -33%
O=[N+]([O-])c1ccccc1S(=O)(=O)Oc1ccc(/C=N/n2cnnc2)cc1
→ -2% | -5 | 6% | -10 | ? | 6% | -10%
C#CCOCCOCCOCCNc1nc(N2CCN(C(=O)C(Cc3cc4ccccc4[nH]3)n3cc(C(N)Cc4ccc(O)cc4)nn3)CC2)nc(N2CCN(C(=O)C(CCC(=O)O)n3cc(C(N)C(C)CC)nn3)CC2)n1 (centres undefined)
→ ? | . | . | . | ? | 0% | 200%[activator]
O=C(Nc1cccc(S(=O)(=O)N2CCCCC2)c1)C1CC(=O)N(c2ccc3c(c2)OCCO3)C1 (centres undefined)
→ ? | -3 | 1% | -31 | ? | -9% | -7%
CC(OC(=O)c1c2c(nc3ccccc13)/C(=C\c1ccc3c(c1)OCO3)CCC2)C(=O)Nc1ccc(S(N)(=O)=O)cc1 (centres undefined)
→ ? | 42* | -5% | 49* | ? | -1% | -34%
CCCC(=O)Nc1ccccc1NC(=O)c1ccc(OCC)c(OCC)c1
→ 4% | -7 | -1% | -9 | -4% | 8% | -4%
COC(=O)C1=C(c2ccc(F)cc2OCc2ccccc2)C[C@@H]2CC[C@H]1N2C(=O)NCc1ccc(Br)cc1
→ 2.1µM* | . | . | . | ? | 0% | -10%
CSc1nc(N)nc(C2CC2)n1
→ 143%[activator] | -3 | -1% | -25 | 37%[activator] | 8% | -16%
Cc1nnsc1C(=O)NNC(=O)c1cccc2ccccc12
→ 10% | -3 | 0% | -6 | 12% | 9% | 1%
COc1ccc(CNS(=O)(=O)c2ccc3c(c2)CCN3C(=O)C2CCC2)cc1
→ -1% | 1 | -2% | -4 | -9% | -8% | -17%
O=C1CSC(c2ccc(Cl)cc2)N1C1CCCCC1 (centres undefined)
→ ? | -3 | 7% | -7 | ? | -3% | .
CCC1SC(CC)C(=O)N(CC(=O)Nc2ccc3c(c2)OCO3)C1=O (centres undefined)
→ 7% | -2 | 0% | -15 | 37%[activator] | -11% | -15%
CC(C)[C@H](NC(=O)C1CCN(S(=O)(=O)c2ccccc2)CC1)C(=O)NCc1ccncc1
→ -13% | -1 | -2% | -4 | ? | -5% | -4%
Cc1ccc(C(=O)NCc2ccc3c(c2)OCO3)cc1
→ -1% | 13* | -5% | 19 | ? | -8% | -16%
O=S(=O)(Nc1ccc(-c2ccc3nncn3n2)cc1)c1cc(F)ccc1F
→ ? | . | . | . | -10% | -2% | 78%[activator]
CC(C)c1ccccc1NC(=O)COC(=O)/C=C/c1cccc([N+](=O)[O-])c1
→ 45%[activator] | -3 | -1% | 27 | 58%[activator] | -16% | -12%
COC(=O)Cc1ccc(NC(=S)NN2CCOCC2)cc1
→ 4% | -1 | 5% | 5 | ? | 4% | -9%
CCOC(=O)C1CCCN(C(=O)CCCn2nc(C)n3c(cc4sccc43)c2=O)C1 (centres undefined)
→ . | -12 | -1% | -19 | 2.9µM* | -5% | 35%
O=C(N/N=C/C=C/c1ccccc1[N+](=O)[O-])c1cc(-c2cccnc2)nc2ccccc12
→ ? | 1 | 1% | -13 | ? | 7% | 2%
CN1CCN(/N=C/c2ccc(OCc3ccccc3)cc2)CC1
→ 50%[activator] | 65* | 0% | 107* | 37%[activator] | 2% | 44%
COC(=O)C1=C(N)Oc2cc(C)n(CCN3CCOCC3)c(=O)c2C1c1cccnc1 (centres undefined)
→ -6% | -4 | -6% | 17 | -23% | 2% | -18%
COc1ccc(-n2c(CNC(=O)COc3ccc(Cl)cc3Cl)n[nH]c2=S)cc1
→ -7% | -3 | -26% | -3 | ? | -7% | -16%
CCCCC(=O)NC(c1cccs1)c1cc(Cl)c2cccnc2c1O (centres undefined)
→ 0.74µM* | -3 | 1% | -4 | 0% | -20% | -26%
O=C(NCc1ccccc1)c1cc(=O)c2ccccc2o1
→ ? | 4 | 1% | -7 | 20% | 3% | -22%
Cc1cccc(NC(=O)CCSc2nncn2C)c1
→ 33%[activator] | -2 | 1% | 15 | 5% | -9% | -7%
COc1ccc(OCC(=O)O/N=C(\N)c2ccc(OC)c(OC)c2)cc1
→ -3% | -1 | -1% | 30 | ? | 2% | 53%
C=CCn1c(C)c(C(C)=O)c(SC)nc1=S
→ -9% | -3 | 0% | -9 | 12% | 1% | -12%
CC1(C)CC(NCc2ccc3c(c2)OCO3)CCO1 (centres undefined)
→ 27% | -5 | -6% | -18 | ? | -14% | -26%
CC1CCCN(C(=O)C2CCN(Cc3ccc4c(c3)OCO4)CC2)C1 (centres undefined)
→ 10% | -9 | -1% | -15 | ? | 25% | -3%
COC(=O)c1cccc(-c2ccc(/C=N/N3C(=O)C4C5C=CC(C6CC56)C4C3=O)o2)c1 (centres undefined)
→ 2% | 9 | -1% | 26 | 36%[activator] | -2% | 9%
CN(C)C(CNC(=O)c1ccc(S(=O)(=O)Nc2ccccc2F)cc1)c1ccccc1 (centres undefined)
→ 51%[activator] | -1 | 1% | -12 | -17% | 0% | -8%
CN(C)c1cccc(C(=O)NC2CCCCCC2)c1
→ 155%[activator] | 40* | -2% | 43* | . | -4% | -14%
COc1cc2nc(COc3ccc(C#N)cc3)n(CC#N)c(=O)c2cc1OC
→ ? | -4 | 2% | -6 | ? | -4% | 16%
CC1(C)CC(=O)C(C2=NC(C)(C)Cc3ccccc32)=C(O)C1
→ -7% | -7 | 12% | -23 | 32%[activator] | 2% | -10%
CC(=O)c1ccc(N=C2SCCCN2C(=O)C2CCCC2)cc1
→ 10% | 16 | -1% | 31 | -13% | 2% | -12%
NC(=O)COc1c(-c2ccccc2)oc2ccccc2c1=O
→ 4% | -7 | -15% | -12 | . | -2% | -10%
CC(C)OC(=O)c1c2nc3ccccc3nc2n2c1[nH]c(=O)c1ccccc12
→ 0% | -3 | 0% | -8 | 6.6µM* | . | -19%
C/C(=N/N=C1/NC(=O)CC(C(=O)O)S1)c1ccccc1 (centres undefined)
→ 44%[activator] | -2 | -5% | -3 | 34%[activator] | 2% | -20%
Cc1cc(NC(=O)CCC(=O)N(c2ccc(F)cc2)C2(C(=O)NC3CCCCC3)CCCC2)no1
→ ? | -6 | -2% | 14 | 128%[activator] | -3% | 97%[activator]

Further entries follow.
Results follow in this order: Pf growth 48h | CHX counter | LmPK inh | Shiga inhibitor | Pf growth 96h | Tb PYK inh | AmpC no deterg
O=C(O)CCC(=O)NNC(=O)CCC1CCCCC1
→ -7% | -3 | -5% | 1 | -9% | -2% | -5%
COc1ccccc1NC(=O)c1cnc(Nc2ccccc2OC)c2ccccc12
→ ? | -3 | -1% | 8 | 5% | 2% | 0%
O=C(C1=C[C@H](C2CCCCC2)C[C@H](OCc2ccc(CO)cc2)O1)N1CCN(Cc2ccc3c(c2)OCO3)CC1
→ ? | -1 | 5% | -15 | 10µM* | -7% | 109%[activator]
O=C(NN1C(=O)C2C3C=CC(C4CC34)C2C1=O)c1ccc(Cl)c(Cl)c1 (centres undefined)
→ 0% | -3 | -5% | 11 | ? | -8% | -25%
CC1CCCN(S(=O)(=O)c2ccc(C(=O)Nc3nnc(-c4ccccc4Cl)o3)cc2)C1 (centres undefined)
→ ? | -1 | 0% | -5 | ? | 0% | -28%
